L3MBTL1 inh – qHTS Assay for the Inhibitors of L3MBTL1 | 230,000 tested, 0.66% active | AID 485360, 2010 | Lethal(3)malignant brain tumor-like protein 1 (Homo sapiens), Q9Y468 | AlphaScreen L3MBTL1–H3K9me1 peptide binding | Potency, µM (top dose mostly 57.1 µM), without a hit: top-dose activity, negative = inhibition, usual class: inhibitors; further: potency means the concentration at half of the fitted maximal effect; on the % scale 0 is the no-effect control and ±100 the full control effect; nearly all actives have a fitted effect of over 60% in size
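Read-out is AlphaScreen signal from streptavidin donor and nickel chelate acceptor beads (10 ug/mL final each) bridging L3MBTL1 (50 nM) and biotinylated K9-monomethylated H3(1-15) peptide (75 nM), after 30 min compound exposure at room temperature.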
HttQ103 aggreg – qHTS Multiplex Assay to Identify Dual Action Probes in a Cell Model of Huntington: Aggregate Formation (GFP). PC12 HttQ103-GFP aggregates, Acumen cytometry, 40 h. Potency, µM (top dose mostly 46.1 µM), without a hit: at the top dose activity change, negative = inhibition, most hits filed as inhibitors. 220,000 tested, 1.1% active; further: potency means the concentration at half of the fitted maximal effect; on the % scale 0 is the no-effect control and ±100 the full control effect; nearly all actives have a fitted effect of over 60% in size
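PC12 cells stably carrying ecdysone-inducible HTT exon 1 Q103–GFP were induced with tebufenozide (100 nM final) and treated with library compounds in titration. GFP aggregates in lysates were counted by laser scanning cytometry.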
CBFb RUNX1 block – qHTS Assay for Compounds Blocking the Interaction Between CBF-beta and RUNX1 for the Treatment of Acute Myeloid Leukemia. Runt-related transcription factor 1 (Homo sapiens) + Core-binding factor subunit beta …. AlphaScreen CBFb-His/RUNX1-biotin binding, biochemical. Potency, µM (series often up to 59.8 µM), for the others: at the top dose activity, negative = inhibition, hits mostly inhibitors. 230,000 tested, under 10 active; further: % of control where 0% means no effect
Target sequence (Q01196 whole entry, looked up): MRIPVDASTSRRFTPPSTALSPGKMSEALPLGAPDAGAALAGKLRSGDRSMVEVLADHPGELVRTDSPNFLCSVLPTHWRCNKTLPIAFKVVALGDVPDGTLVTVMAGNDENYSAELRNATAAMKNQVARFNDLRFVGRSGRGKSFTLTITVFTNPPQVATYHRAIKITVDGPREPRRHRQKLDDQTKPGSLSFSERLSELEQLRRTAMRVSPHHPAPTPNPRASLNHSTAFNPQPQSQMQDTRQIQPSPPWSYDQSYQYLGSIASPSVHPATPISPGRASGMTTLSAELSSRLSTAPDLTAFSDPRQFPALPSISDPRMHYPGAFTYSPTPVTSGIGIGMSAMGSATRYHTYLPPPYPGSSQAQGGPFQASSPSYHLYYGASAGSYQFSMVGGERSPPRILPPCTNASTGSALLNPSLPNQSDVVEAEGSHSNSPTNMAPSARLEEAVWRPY
Target sequence (Q13951 whole entry, looked up): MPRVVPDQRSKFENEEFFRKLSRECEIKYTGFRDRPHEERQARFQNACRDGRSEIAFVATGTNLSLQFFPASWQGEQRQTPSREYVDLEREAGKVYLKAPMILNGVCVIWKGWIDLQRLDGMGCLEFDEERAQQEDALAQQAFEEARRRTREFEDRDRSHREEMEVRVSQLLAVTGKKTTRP
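AlphaScreen proximity signal reports loss of binding between His-tagged CBF-beta and biotin-labelled RUNX1, each at 30 nM. Proteins are pre-associated for 20 minutes, compounds added for 15 minutes, then beads for 90 minutes, all at ambient temperature.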
IMPase Li cell – qHTS Assay for Identifying the Cell-Membrane Permeable IMPase Inhibitors: Potentiation with Lithium | CHO-M1 cells, IP1 TR-FRET (IP-One), carbachol + lithium | 210,000 tested, 0.35% active | Potency, µM (doses to about 59.4 µM), for inactives: at the top dose activity, negative = IMPase inhibition, hits mostly inhibitors;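 further: IP1 builds up when IMPase is blocked and the TR-FRET signal falls; potency means the concentration at half of the fitted maximal effect; plate controls were basal vehicle for no effect and high inhibitor control for full effect; nearly all actives have a fitted effect of over 50% in size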
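Steps: plate 2000 CHO-M1 cells per well and culture 16–30 h; add compound and lithium; incubate 30 min, 37C; add d2-IP1 tracer and Eu cryptate anti-IP1 antibody in lysis buffer; read after 10 min at room temperature.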
Epigenetic derep – Quantitative High-Throughput Screen for Regulators of Epigenetic Control; murine LDR cells, GFP reporter derepression, 30 h; Potency, µM (doses to about 53.9 µM), for the others: top-dose GFP activation, actives largely listed as activators; 280,000 tested, 0.2% active; further: potency means the concentration at half of the fitted maximal effect; % of control where 0% means no effect; nearly all actives have a fitted effect of over 60% in size
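Derepression of a silenced CMV-GFP reporter in murine LDR cells is scored by enumerating GFP-positive cells with a laser-scanning microplate cytometer after 30 hours of treatment at 37 C.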
Luc counter – Counterscreen for Luciferase (Kinase-Glo TM) Inhibition. Luciferin 4-monooxygenase (Photuris pensylvanica), Q27757. Kinase-Glo luciferase, ATP luminescence, 8 min. Potency, µM (titrated, usually from 38.3 µM), for the others: top-dose activity change, negative = inhibition, usual class: inhibitors. 200,000 tested, 0.28% active; further: potency means the concentration at half of the fitted maximal effect; on the % scale 0 is the no-effect control and ±100 the full control effect; nearly all actives have a fitted effect of over 60% in size
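Compound is pinned into ATP-containing buffer (10 uM ATP, imidazole pH 7.2, 7 mM MgCl2). Kinase-Glo luciferase reagent is then added. Light output is recorded following an 8-min room-temperature incubation.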
NPSR antag – qHTS Assay for Antagonists of the Neuropeptide S Receptor: cAMP Signal Transduction; Q6W5P4; CHO-NPSR cells, cAMP TR-FRET, antagonist mode; Potency, µM (highest dose often 38.3 µM), without a hit: at the highest dose activity change, negative = inhibition, hits mostly inhibitors; 220,000 tested, 1% active; AID 1461, 2008; further: potency means the concentration at half of the fitted maximal effect; on the % scale 0 is the no-effect control and ±100 the full control effect; nearly all actives have a fitted effect of over 50% in size; many of its hits are not listed in these tables
Target sequence (Q6W5P4 whole entry, looked up): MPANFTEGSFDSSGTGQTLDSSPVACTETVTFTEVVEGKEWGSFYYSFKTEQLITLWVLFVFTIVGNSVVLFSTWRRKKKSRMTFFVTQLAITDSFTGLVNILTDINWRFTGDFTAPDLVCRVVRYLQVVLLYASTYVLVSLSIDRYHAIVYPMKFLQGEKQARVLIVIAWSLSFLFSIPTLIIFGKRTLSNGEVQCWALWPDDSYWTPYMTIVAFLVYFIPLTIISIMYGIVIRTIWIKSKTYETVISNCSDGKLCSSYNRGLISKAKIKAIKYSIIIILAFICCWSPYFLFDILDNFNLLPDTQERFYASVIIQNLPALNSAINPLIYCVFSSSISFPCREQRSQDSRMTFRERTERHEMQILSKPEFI
Starred values were filed as active, the others as inactive; ? = inconclusive; . = not tested or not shown; & = joins results of further samples; [ ] = remark or other dose. The call rests on the fitted dose curve; in most records, active means well fitted curve in the direction sought with a large enough effect; inconclusive means small, poorly fitted or top-dose-only effect, or another doubt; inactive means no such curve, though single readings can be large; an effect the other way counts as inactive or inconclusive. An excerpt; count on the stated rates, not on these rows.

SMILES	L3MBTL1 inh	HttQ103 aggreg	CBFb RUNX1 block	IMPase Li cell	Epigenetic derep	Luc counter	NPSR antag
COc1ccc(CNC(=O)COC(=O)Cc2ccc(Cl)cc2Cl)cc1	40%[activator]	0.56µM*	-7%	6%	1.0%	-2%	12%
Cc1cccc(NC(=O)c2ccc(COc3ccc(Cl)cc3Cl)o2)n1	.	-1%	8%	35%[activator][38.3 µM]	-1.6%	1%	-12%[46.1 µM]
Cc1ccc(-c2noc(-c3ccccc3F)n2)cc1	55%[activator]	-6%	19%	10%	-0.6%	-9%	-9%
CCC(=O)N(CCc1ccccc1)Cc1cc2cc(OC)ccc2[nH]c1=O	.	-15%[9.22 µM]	3%	.	6.7%	.	-12%
CCOc1cc(Cl)c(NC(=O)CC)cc1OCC	7%	18%	4%	0%	-2.2%	-1%	13%
Cn1c(COc2ccccc2)nnc1SCC(=O)Nc1ccc(S(N)(=O)=O)cc1	.	19%	-4%	6%[38.3 µM]	-1.0%	0%	-2%[46.1 µM]
CCn1c(SC)nnc1C1CCN(S(=O)(=O)c2ccc(OC)cc2)CC1	0%	?	0%	20%[38.3 µM]	0.0%	-6%	-13%[46.1 µM]
Cn1c(CNc2nc(-c3ccccc3)cs2)nnc1SCC(=O)c1ccccc1	-7%	19%	-10%	5%[38.3 µM]	0.8%	-6%	-16%[46.1 µM]
Cc1nn(CCc2n[nH]c(=S)n2-c2ccc(F)cc2)c(C)c1[N+](=O)[O-]	.	15%	-4%	8%[38.3 µM]	-0.7%	-2%	-14%[46.1 µM]
COCCNC(=O)c1n[nH]c2ccccc12	.	-4%	22%	-9%	0.0%	-2%	14%
OCCOCCNc1ncnc2c1cnn2-c1ccc(Cl)cc1	-4%	-2%	8%	11%[38.3 µM]	-1.1%	-3%	-2%[46.1 µM]
CCOC(=O)CC(=O)CSc1nc2c(c(-c3cccs3)c1C#N)CCC2	35%[activator]	-30%	26%	-20%	1.1%	-1%	-25%
CN=C1S/C(=C\c2ccc(N3CCOCC3)cc2C)C(=O)N1C	1%	5%	23%	5%	-1.1%	1%	13%
CC(=O)Nc1ccc(S(=O)(=O)Nc2cccc3[nH]ncc23)cc1	-2%	9%	-3%	3%	0.4%	1%	1%
OCc1cc(C(O)CNCCCCCCOCCCCc2ccccc2)ccc1O (configuration not stated)	4%	-12%	-11%&-8%	-9%	-1.2%&1.1%	-4%	23%[46.1 µM]
CC(=O)c1cccc(NC(=O)N2C3CCC2CC(NC(=O)Nc2ccccc2)C3)c1 (configuration not stated)	16%	21%[9.22 µM]	4%	6%	0.0%	2%	0%
Cc1nc(NCCc2cnc[nH]2)c2oc3ccccc3c2n1	2%	-1%	-15%	-2%[38.3 µM]	-1.3%	-3%	-5%[46.1 µM]
C=CCc1c(C)nc(SCc2nc3ccccc3c(=O)[nH]2)[nH]c1=O	.	?	5%	22%[38.3 µM]	1.2%	1%	-12%[46.1 µM]
CN(CCNC(=O)c1ccc(/C=N/O)nc1)Cc1ccccc1	-8%	-12%	?	-3%	1.1%	0%	22%
CCCCn1c(/N=C/c2ccc3c(c2)OCO3)nc2ccccc21	.	9%	0%	-7%[38.3 µM]	-0.3%	-4%	-10%[46.1 µM]
O=C(CCCCCCN1C(=O)c2ccccc2C1=O)N1CCC(c2ccccc2)C1 (configuration not stated)	3%	?	9%	27%	7.0%	7%	-18%[46.1 µM]
O=C(COC(=O)c1cnccn1)NCc1ccc(Cl)cc1	3%	4%	1%	3%	2.3%	-7%	11%
CCCNC(=O)Cn1cnc([N+](=O)[O-])n1	2%	4%	10%	2%	0.0%	8%	10%
COC(=O)c1ccc(C(NC(=O)OCc2ccccc2)/C(I)=C/[C@@H](C)C(=O)NCc2ccc(C)o2)cc1 (some centres not stated)	.	.	-29%	7%	7.7%	0%	.
COc1ccc(CCN(CC(=O)NC2CCCC2)C(=O)Cn2nnc(-c3ccc(C)o3)n2)cc1OC	42%[activator]	8%[9.22 µM]	1%	8%	-1.4%	-1%	-3%
Cc1ccc(C(=O)CSc2ccccn2)cc1	10%	9%	3%	0%[38.3 µM]	-1.0%	-2%	-21%[46.1 µM]
COc1ccc(OC)c(NC(=O)c2nc3ccccc3s2)c1	16%	7%	?	8%	-1.4%	1%	-32%
CN(Cc1ccccc1)c1ncnc2c1cnn2-c1ccccc1	16%	-2%	?	15%	0.0%	-3%	-24%[46.1 µM]
CCOC(=O)Cc1nnc(NC(=O)CC)s1	.	-21%	7%	24%[38.3 µM]	0.9%	-2%	-11%[46.1 µM]
Cc1cc(NC(=O)Nc2cccc(Cl)c2)n(-c2ccccc2)n1	8%	-1%[9.22 µM]	0%	.	0.7%	.	29%
CCNS(=O)(=O)c1ccc(Br)c(OC)c1	.	-23%	2%	6%[38.3 µM]	-2.6%	-1%	2%[46.1 µM]
O=C(Nc1ccccc1)c1c(F)cccc1F	.	-6%	-5%	13%[38.3 µM]	-0.4%	-9%	9%[46.1 µM]
CC(C)C(=O)Nc1nnc(-c2ccco2)s1	2%	-19%[9.22 µM]	10%	.	1.1%	.	5%
O=C(Nc1cnc2sccn2c1=O)c1ccc(Cl)cc1Cl	.	3%	2%	0%[38.3 µM]	0.0%	-16%	?
CC(C)C(=O)NC(NCC1CCCO1)C(Cl)(Cl)Cl (configuration not stated)	1%	5%	6%	-9%[38.3 µM]	-1.1%	-2%	0%[46.1 µM]
COc1ccc(Br)cc1/C=N/NC(=O)c1cc(OC)c(OC)c(OC)c1	-2%	3%	-10%	10%	-1.1%	-4%	-12%
CCOC(=O)CNC(=O)CSc1nc(-c2ccc(OC)cc2)ns1	3%	8%	-1%	8%	-2.9%	0%	0%
Cc1cccc(Cn2c(N(C)CCO)nc3c2c(=O)[nH]c(=O)n3C)c1	-3%	-9%	-3%	24%[38.3 µM]	-0.9%	-2%	-9%[46.1 µM]
CCN(Cc1cnn(C)c1)Cc1nc(Cc2ccccc2Cl)no1	-7%	2%[9.22 µM]	1%	3%	2.1%	0%	-5%
COc1ccc(-c2nnc(CSc3nnc(-c4ccncc4)n3C3CCCCC3)o2)cc1OC	.	-4%	5%	0%[38.3 µM]	-1.0%	-1%	-11%[46.1 µM]
COC(=O)c1sccc1NC(=O)CSc1ccc(Cl)cc1	29%	12%	?	9%[38.3 µM]	-3.4%	1%	?
COC(=O)c1ccccc1NC(=O)C1COc2ccccc2O1 (configuration not stated)	68%[activator]	?	?	50%[activator][38.3 µM]	7.5%	-7%	?
CC(=O)C(Cc1ccc(Cl)nc1)(Cc1ccc(Cl)nc1)C(C)=O	12%	4%	0%	5%	1.1%	0%	-8%
COc1cc(C(=O)NCc2nnc(SCC(=O)Nc3cc(C)cc(C)c3)o2)cc(OC)c1OC	1%	11%	3%	-11%[38.3 µM]	-5.5%	4%	-17%[46.1 µM]
CCN1C(=O)CC(N2CCN(c3ccc(C(=O)c4ccncc4)cc3)CC2)C1=O (configuration not stated)	.	?	-3%	15%[38.3 µM]	-0.1%	2%	1%[46.1 µM]
CC(C)(C)C(=O)Nc1ccc2c(c1)OCCOCCOc1cc(NC(=O)C(C)(C)C)ccc1OCCOCCO2	4%	.	4%	5%	1.1%	-3%	1%
Fc1ccc(NC(=S)Nc2cccnc2)cc1Cl	-2%	-8%[9.22 µM]	3%	8%	4.1%	4%	2%
CC1CCN(CCC(=O)N2CCCc3c2c(=O)oc2ccc(O)cc32)CC1	-6%	22%	-1%	1%[38.3 µM]	2.7%	-1%	-4%[46.1 µM]
CCCC(=O)NCCc1c(I)[nH]c2ccc(OC)cc12	.	.	5%	1%	3.2%	.	.
Cn1cccc1/C=N/NC(=O)c1cccc(OC(F)(F)C(F)F)c1	-6%	-2%	-15%	-2%	-1.2%	-2%	2%
CCOC(=O)/C(C#N)=C\c1cc(C)n(-c2ccccc2)c1C	0%	-5%	5%	-6%[38.3 µM]	0.9%	-3%	-14%[46.1 µM]
COc1cccc(Nc2nc(=O)[nH]nc2C)c1	7%	-4%	1%	20%[38.3 µM]	0.9%	-4%	-6%[46.1 µM]
Cc1ccc(O)c(N=Nc2ccccc2)n1	.	.	10%	16%&-10%&56%	-1.2%&8.4%&-4.1%	2.8µM*	-22%[46.1 µM]
COc1ccccc1NC(=O)CSc1nnc(CNC(=O)COc2ccc(Cl)cc2)o1	-1%	6%	-5%	28%[38.3 µM]	2.2%	-2%	-15%[46.1 µM]
CCC(=O)Nc1cccc(Oc2nc(C)cc(C)c2C#N)c1	.	17%	0%	-2%[38.3 µM]	-1.0%	-1%	-8%[46.1 µM]
O=C(CSc1nnc(-c2cccs2)n1-c1cccc(Cl)c1)c1cccc2c1OCCO2	.	-12%[9.22 µM]	-1%	-29%[38.3 µM]	-1.8%	6%	?
COc1ccc(Cn2nnnc2CN2CCC(O)(c3ccc(F)cc3)CC2)cc1	9%	8%[9.22 µM]	4%	5%	0.0%	0%	7%
Cn1c(=O)c2c(O)cc(=O)n(-c3ccccc3)c2n(C)c1=O	7%	3%	0%	12%[38.3 µM]	-0.9%	1%	-7%[46.1 µM]
Cc1ccc2[nH]c(-c3ccccc3)c(CN3CCOCC3)c(=O)c2c1	.	7%	-3%	23%[38.3 µM]	-0.2%	-5%	-7%[46.1 µM]
CCCCCCCSc1nsc(N)n1	5%	4%	-3%	-14%	-2.0%	0%	-1%[46.1 µM]
O=C1CCCC2=C1C(c1cccc(O)c1)c1c(ccc3ncccc13)N2 (configuration not stated)	-2%	13%	3%	10%	-1.3%	0%	-2%
Cc1cc(-c2cccs2)nc(-n2cccc2)n1	20%	-10%	12%	-8%[38.3 µM]	-0.8%	1%	-6%[46.1 µM]

3 compounds out of the list, sorted by formula weight, ascending.
SMILES	L3MBTL1 inh	HttQ103 aggreg	CBFb RUNX1 block	IMPase Li cell	Epigenetic derep	Luc counter	NPSR antag
Cc1cc(-c2cccs2)nc(-n2cccc2)n1	20%	-10%	12%	-8%[38.3 µM]	-0.8%	1%	-6%[46.1 µM]
Fc1ccc(NC(=S)Nc2cccnc2)cc1Cl	-2%	-8%[9.22 µM]	3%	8%	4.1%	4%	2%
O=C(CSc1nnc(-c2cccs2)n1-c1cccc(Cl)c1)c1cccc2c1OCCO2	.	-12%[9.22 µM]	-1%	-29%[38.3 µM]	-1.8%	6%	?
